# High-throughput results as filed in PubChem.
# LDHA block = qHTS assay for inhibitors of human lactate dehydrogenase | hit rate 0.15% among 480,000 | AID 1347041, 2019 | L-lactate dehydrogenase A chain (Homo sapiens), P00338 | purified LDHA, NADH/diaphorase-resazurin fluorescence; active compounds read low | activity change, % (values are at about 110 or 230 µM); in the data active = activity change below about -30%; inconclusive = mostly about -25% to -30%;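 also: plate controls were DMSO wells for no effect and wells without enzyme for full effect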
#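 Enzyme activity of human lactate dehydrogenase 5 (2 nM; 0.06 mM NADH, 0.2 mM pyruvate, 5 min, RT) is measured via a resazurin/diaphorase fluorescence readout of residual NADH.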
# TrxR1 inh = qHTS Assay for Inhibitors of Mammalian Selenoprotein Thioredoxin Reductase 1 (TrxR1): qHTS; Thioredoxin reductase 1, cytoplasmic (Rattus norvegicus), O89049; recombinant rTrxR1, NADPH fluorescence consumption, selenite substrate; Potency, µM (doses to about 114 µM), inactives show at the top dose activity change, negative = inhibition, most hits filed as inhibitors; hit rate 1% among 390,000; AID 588453, 2011; also: potency is read from the fitted curve at half-maximal effect; % is scaled to controls: 0 for no effect and ±100 for the full control effect; nearly all actives have a fitted effect of over 65% in size
# Target sequence (O89049 whole entry, looked up): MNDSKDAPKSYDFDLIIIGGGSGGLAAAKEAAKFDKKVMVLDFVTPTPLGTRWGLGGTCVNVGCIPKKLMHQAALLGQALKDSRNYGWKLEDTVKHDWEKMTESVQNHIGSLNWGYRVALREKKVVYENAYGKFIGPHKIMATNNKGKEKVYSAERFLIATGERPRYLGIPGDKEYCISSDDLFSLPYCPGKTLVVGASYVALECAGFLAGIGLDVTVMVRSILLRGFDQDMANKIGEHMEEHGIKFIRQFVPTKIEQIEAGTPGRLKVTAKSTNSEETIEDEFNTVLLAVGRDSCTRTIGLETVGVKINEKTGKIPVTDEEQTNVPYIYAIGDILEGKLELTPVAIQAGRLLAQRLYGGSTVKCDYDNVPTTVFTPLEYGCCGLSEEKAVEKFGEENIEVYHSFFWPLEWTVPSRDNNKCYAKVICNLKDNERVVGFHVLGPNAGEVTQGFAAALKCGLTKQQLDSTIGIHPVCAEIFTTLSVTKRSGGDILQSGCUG
#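 Rat TrxR1 (90 nM in the dispensed reagent) was pre-reduced with 400 uM NADPH for 5 min at room temperature, then incubated with compound for 15 min. After 400 uM selenite was added, NADPH fluorescence (Ex 340/Em 450 nm) was followed for 8 min.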
# GRP78 ERSR act = qHTS for Inducers of the Endoplasmic Reticulum Stress Response (ERSR) in Human Glioma: qHTS; Potency, µM, for the others: at the highest dose activation, most hits filed as activators; hit rate 0.02% among 420,000; U87-MG GRP78 promoter luciferase reporter, 16 h; also: potency is read from the fitted curve at half-maximal effect; series mostly up to about 76 µM; % of control where 0% means no effect; nearly all actives have a fitted effect of over 35% in size
#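 Stably transfected U87-MG glioma cells carrying a GRP78-based luciferase sensor; 16 h compound incubation. Luminescence end-point read 10 min after Bright-Glo addition at room temperature.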
# RGS4 inh = Inhibitors of Regulator of G Protein Signaling (RGS) 4: qHTS; Regulator of G-protein signaling 4 (Homo sapiens), P49798; Transcreener GDP fluorescence polarization, RGS4-accelerated GTP hydrolysis; Potency, µM (doses to about 114 µM), for the others: top-dose activity change, negative = inhibition, actives largely listed as inhibitors; hit rate 0.039% among 390,000; also: potency is read from the fitted curve at half-maximal effect; % is scaled to controls: 0 for no effect and ±100 for the full control effect; nearly all actives have a fitted effect of over 75% in size; some results filed as inactive show a strong effect at the top dose
#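 MLSMR compounds (23 nl, pin-transferred) preincubated 10 min at room temperature with a 500nM (2x) first reagent, then RGS4 at 900nM (2x) plus Transcreener GDP mix added; fluorescence polarization (620/688 nm) read before and after 90 min at 30 °C.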
# Vif-APOBEC3F blk = qHTS for Inhibitors of Vif-A3F Interactions: qHTS. HeLa A3F-eYFP + Vif (tagged APOBEC3F with the HIV-1 protein that degrades it), YFP fluorescence increase. Potency, µM (series often up to 46.1 µM), without a hit: at the top dose activity, negative = active. hit rate 0.2% among 390,000. AID 602313, 2012; also: potency is read from the fitted curve at half-maximal effect; % of control where 0% means no effect; nearly all actives have a fitted effect of over 65% in size
#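 HeLa cells stably expressing Vif plus C-terminally eYFP-tagged A3F were seeded, incubated overnight at 37 deg C, dosed with compound, incubated overnight again at 37 deg C. Yellow fluorescence (Ex 488/Em 500-530) reported blocked Vif-mediated A3F-eYFP degradation.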
# Vif-APOBEC3G blk = qHTS for Inhibitors of Vif-A3G Interactions: qHTS; HeLa A3G-eYFP + Vif (tagged APOBEC3G with the HIV-1 protein that degrades it), YFP fluorescence, overnight; Potency, µM (doses to about 46.1 µM), inactives show top-dose activity, negative = active, hits mostly inhibitors; hit rate 0.076% among 410,000;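 also: potency is read from the fitted curve at half-maximal effect; % is scaled to controls: 0 for no effect and ±100 for the full control effect; nearly all actives have a fitted effect of over 60% in size; hits raise eYFP signal because A3G escapes Vif-driven loss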
#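 Read-out is eYFP fluorescence (Ex 488/Em 500-530) from Vif-expressing HeLa A3G-eYFP cells; more signal means A3G escaped Vif-mediated degradation. Cells plated overnight, compound pinned in, incubated overnight at 37 deg C.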
# mIDH1 inhibitor = qHTS for Inhibitors of mutant isocitrate dehydrogenase 1 (IDH1): qHTS; Isocitrate dehydrogenase [NADP] cytoplasmic (Homo sapiens), O75874; IDH1-R132H enzyme, NADPH consumption, diaphorase/resazurin fluorescence; Potency, µM (titrated, usually from 76.6 µM), for the others: at the highest dose activity change, negative = inhibition, most hits filed as inhibitors; hit rate 0.093% among 390,000; AID 602179, 2012; also: potency is read from the fitted curve at half-maximal effect; % is scaled to controls: 0 for no effect and ±100 for the full control effect; nearly all actives have a fitted effect of over 65% in size
# Target sequence (O75874 whole entry R132H, stated change not applied): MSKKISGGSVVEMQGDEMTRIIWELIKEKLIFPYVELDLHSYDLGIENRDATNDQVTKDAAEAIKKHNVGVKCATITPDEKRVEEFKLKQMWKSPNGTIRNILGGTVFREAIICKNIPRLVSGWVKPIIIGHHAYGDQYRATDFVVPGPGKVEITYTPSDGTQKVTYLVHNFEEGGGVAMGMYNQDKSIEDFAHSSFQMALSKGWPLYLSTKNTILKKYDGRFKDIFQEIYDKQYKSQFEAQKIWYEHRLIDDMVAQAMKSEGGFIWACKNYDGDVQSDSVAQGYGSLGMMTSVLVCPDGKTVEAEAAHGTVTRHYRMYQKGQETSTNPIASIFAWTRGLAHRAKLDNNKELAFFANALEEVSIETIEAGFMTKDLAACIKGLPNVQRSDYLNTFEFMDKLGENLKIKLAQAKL
#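 IDH1-R132H (0.5 ug/mL) preincubated 30 min with compound, then NADPH (0.016 mM) and alpha-KG (2 mM) added; 80 min at RT, pH 7.5. Remaining NADPH coupled via diaphorase/resazurin to fluorescence (540/590 nm); concentration-response curves normalized to no-enzyme control.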
# TrxR1 substrate = qHTS Assay for Substrates of Mammalian Selenoprotein Thioredoxin Reductase 1 (TrxR1): qHTS | Thioredoxin reductase 1, cytoplasmic (Rattus norvegicus), O89049 | purified TrxR1 substrate turnover, NADPH consumption readout | Potency, µM (doses to about 114 µM), inactives show top-dose activity change, negative = substrate turnover | hit rate 0.01% among 390,000 | AID 588456, 2011; also: potency is read from the fitted curve at half-maximal effect; % is scaled to controls: 0 for no effect and ±100 for the full control effect; nearly all actives have a fitted effect of over 50% in size
#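 Rat TrxR1, dispensed at 90 nM, was prereduced with 400 uM NADPH (final) for 5 min at ~22 deg C, then incubated with compound 15 min before 400 uM selenite. A first-read NADPH fluorescence drop versus no-compound background flagged substrates.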
# USP1 inh = Inhibitors of USP1/UAF1: Primary Screen; Ubiquitin carboxyl-terminal hydrolase 1 (Homo sapiens), O94782; recombinant USP1/UAF1, Ub-Rhodamine cleavage fluorescence; Potency, µM (series often up to 57.1 µM), for inactives: top-dose activity change, negative = inhibition, actives largely listed as inhibitors; hit rate 0.23% among 390,000; also: potency is read from the fitted curve at half-maximal effect; % is scaled to controls: 0 for no effect and ±100 for the full control effect; nearly all actives have a fitted effect of over 60% in size; inactives centre near -12
#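 High-throughput fluorogenic screen: 1nM USP1/UAF1 complex, Ub-Rho substrate 150nM final, 50mM HEPES pH 7.8 with 0.5mM EDTA, 0.1 mg/ml BSA, 1mM TCEP and 0.01% Tween-20.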
# * marks the source's active call; other numbers are inactive results; ? = inconclusive; / = not tested or not shown; [ ] = another dose, or the depositor's remark. Unless noted, calls follow the shape of the dose curve; as a rule, active = well fitted curve in the direction sought with a large enough effect; inconclusive = small, poorly fitted or top-dose-only effect, or another doubt; inactive = no such curve, though single readings can be large; an effect the other way counts as inactive or inconclusive. Only part of the results is shown; count on the stated rates, not on these rows.
SMILES,LDHA block,TrxR1 inh,GRP78 ERSR act,RGS4 inh,Vif-APOBEC3F blk,Vif-APOBEC3G blk,mIDH1 inhibitor,TrxR1 substrate,USP1 inh
Nc1nc(NCC2CCCO2)nc(NCC2CCCO2)c1[N+](=O)[O-] (stereo not given),-1,-6%,-2%,-3%,6%,-4%,2%,-3%,-17%
Cc1cc(C(=O)CSc2nnc(Cc3ccccc3)o2)c(C)n1Cc1ccc2c(c1)OCO2,-2,-22%,1%,-28%,/,0%,1%,-8%,-22%
CCN(/N=C/c1ccc(N(C)C)cc1)c1nc2ccccc2[nH]1,0,31%[activator],-1%,-32%,-18%,1%,11%,41%[activator],-11%
CC(C)CC1NC(=S)N(C2CCCCC2)C1=O (stereo not given),-2,9%[57.1 µM],-5%,-43%[11.4 µM],-13%,0%,-3%,-11%[57.1 µM],-20%
Nc1nonc1-n1nnc(C(=O)N/N=C/C2CCCCC2)c1-c1ccccc1,-3,10%,-3%,-31%[11.4 µM],3%,2%,8%,-5%,-20%
Cc1ccsc1CCN1C(=O)N(c2ccc(F)cc2)C(=O)C1CC(=O)Nc1ccccc1 (stereo not given),0,15%,0%,10%,3%,-1%,2%,1%,-25%
Cc1nc(C(F)(F)F)nc(Nc2ccc(N=Nc3ccccc3)cc2)c1C#N,3,2%,-6%,-2%,3%,6%,5%,-5%,-7%
O=C(CSc1nnc(CNC(=O)c2ccc(F)cc2)o1)NCCc1ccccc1,-11,-7%,-5%,19%,-7%,-1%,5%,-9%,-4%
CCc1nnc(NC(=O)C2Cc3ccccc3CN2S(=O)(=O)c2ccc(C)cc2)s1 (stereo not given),3,16%,5%,-1%,-6%,0%,1%,2%,-9%
Cc1c(CC(=O)N[C@@H](C)C(=O)O)c(=O)oc2cc3oc4c(c3cc12)CCCC4,-2,10%,-7%,17%,10%,0%,0%,4%,-23%
O=C(O)c1nn(CCSc2ccccc2F)c(=O)c2ccccc12,-2,2%,19%,-10%,1%,-22%,1%,-1%,-20%
CC(=O)Nc1ccc(NC(=O)C(C)OC(=O)c2cc(S(=O)(=O)N(C)C)ccc2N2CCCC2)cc1 (stereo not given),-4,11%,-2%,15%,-26%,0%,2%,2%,-6%
CC(=O)c1cccc(N2C(=NC(=O)C3CC3)SC3CS(=O)(=O)CC32)c1 (stereo not given),-7,8%,-1%,-28%,-5%,0%,5%,2%,2%
Cc1ccc(C(=O)C2=C(O)C(=O)N(Cc3ccco3)C2c2ccc(N(C)C)cc2)o1 (stereo not given),5,3%,-3%,-7%,-2%,3%,7%,-3%,-19%
Cc1nn(-c2ccccc2)c(C)c1/C=N/NC(=O)CSc1nnc(SCc2cccc3ccccc23)s1,-7,13%,8%,-13%,-6%,1%,2%,4%,-5%
COc1ccc(-c2nc3c(n2O)CCC/C3=N\O)cc1,6,10%,8%,-5%,2%,-4%,6%,29%,-15%
COc1ccc(C2=NOC(CNC(=O)c3ccccc3Br)C2)c(OC)c1 (stereo not given),-4,19%,-3%,-8%,-5%,-4%,-6%,5%,-21%
Cc1cc(/C=N/NC(=O)c2ccncc2)c(C)n1-c1ccccc1,3,-19%[57.1 µM],9%,-4%,6%,-7%,-3%,-15%[57.1 µM],12%
Cc1ccc(NC(=O)c2oc3ccc(S(=O)(=O)N4CCCCCC4)cc3c2C)c(C)c1,-3,16%[57.1 µM],-3%,-2%,-4%,1%,11%,7%[57.1 µM],?
C=CCOc1cccc(C2C(C(=O)c3ccco3)=C(O)C(=O)N2Cc2ccco2)c1 (stereo not given),4,-54%,0%,-21%,3%,0%,6%,-10%,-5%
CC1=C(C(=O)OC2CCCCC2)C(c2ccco2)n2ncnc2N1 (stereo not given),-9,10%[57.1 µM],-2%,-8%,0%,-7%,6%,7%[57.1 µM],-14%
CN(C)S(=O)(=O)N1CCN(C(=O)c2ccccc2Cl)CC1,-11,18%,-2%,21%,2%,3%,0%,11%,-14%
O=C(Cn1nnc(-c2ccccc2)n1)NCc1ccc2c(c1)OCO2,-4,21%[57.1 µM],-2%,-31%,2%,0%,0%,11%[57.1 µM],1%
CC1=C(C(=O)NCc2ccccc2)C(c2cccnc2)n2ncnc2N1 (stereo not given),-3,7%,-5%,17%,-3%,0%,6%,1%,-13%
COc1ccc(N2C(=O)C3C4C=CC(C4)C3C2=O)c([N+](=O)[O-])c1 (stereo not given),-6,19%,-2%,13%,-7%,0%,-1%,2%,-8%
COc1ccccc1CC(=O)N1CCCC1,-2,-16%,-6%,8%,-9%,3%,9%,-11%,-14%
Cc1c(C(=O)NC(C)c2ccc(-n3ccnc3)cc2)cccc1[N+](=O)[O-] (stereo not given),-4,-8%,-4%,-6%,-12%,-7%,2%,-2%,0%
CCOc1ccc(S(=O)(=O)NCCC(=O)N2CCN(c3ccc(OC)cc3)CC2)cc1,-5,28%[57.1 µM],-1%,?,-3%,-3%,14%,11%[57.1 µM],-7%
CC1(c2ccc(OC(F)F)cc2)NC(=O)N(CC(=O)Nc2cccnc2Cl)C1=O (stereo not given),-5,6%,-2%,10%,4%,0%,8%,-3%,-9%
CCOc1ccccc1NC(=O)c1cc2ccccc2oc1=O,-1,-7%[57.1 µM],-5%,-21%,-5%,0%,8%,-7%,1%

# Shown field by field: entries from further up
SMILES: CN(C)S(=O)(=O)N1CCN(C(=O)c2ccccc2Cl)CC1
  LDHA block: -11	TrxR1 inh: 18%	GRP78 ERSR act: -2%	RGS4 inh: 21%	Vif-APOBEC3F blk: 2%	Vif-APOBEC3G blk: 3%	mIDH1 inhibitor: 0%	TrxR1 substrate: 11%	USP1 inh: -14%

SMILES: O=C(Cn1nnc(-c2ccccc2)n1)NCc1ccc2c(c1)OCO2
  LDHA block: -4	TrxR1 inh: 21%[57.1 µM]	GRP78 ERSR act: -2%	RGS4 inh: -31%	Vif-APOBEC3F blk: 2%	Vif-APOBEC3G blk: 0%	mIDH1 inhibitor: 0%	TrxR1 substrate: 11%[57.1 µM]	USP1 inh: 1%

# Later entries.
SMILES,LDHA block,TrxR1 inh,GRP78 ERSR act,RGS4 inh,Vif-APOBEC3F blk,Vif-APOBEC3G blk,mIDH1 inhibitor,TrxR1 substrate,USP1 inh
Cc1ccc(NC(=O)c2ccc(F)cc2)nc1,1,12%,-6%,-11%,1%,-1%,6%,5%,-21%
O=C(O)c1ccc(Cl)c(S(=O)(=O)Nc2ccccc2N2CCOCC2)c1,-3,17%[57.1 µM],-3%,-43%,15%,0%,7%,-2%[57.1 µM],-4%
CC(=O)Nc1ccc2sn(-c3ccccc3)c(=O)c2c1,-5,/,-11%,/,?,-8%,2%,/,-6%
CCc1ccccc1Nc1nc(N)nc(CSCC(=O)c2cc(C)n(C)c2C)n1,1,-13%,-4%,-9%,0%,3%,3%,-6%,-8%
CC(Nc1nc(=S)nc(Nc2ccc(F)cc2)[nH]1)c1ccccc1 (stereo not given),-9,15%,-2%,-41%,5%,-2%,3%,2%,-21%
COc1ccc(OCC(=O)N2CCc3ccccc3C2)cc1,1,22%,0%,8%,-2%,0%,-10%,-1%,-11%
COc1ccc(/C=C2/N=C(c3cccs3)OC2=O)cc1OC(C)C,-10,-5%,-4%,2%,1%,-1%,-3%,-3%,?
COc1ccc(NC(=O)CSCc2ccc(C)cc2)cc1,-2,17%,-2%,3%,-19%,-1%,-10%,-5%,-11%
CC(C)(C)C(=O)Cn1c(=O)n(CCCCCC(=O)NCc2ccc3c(c2)OCO3)c(=O)c2sccc21,-12,-4%,-3%,13%,15%,2%,-7%,-7%,-26%
CCN1C(=O)/C(=C/c2nc3ccccc3c(=O)n2-c2ccccc2)c2ccccc21,-1,1%,-1%,-21%,-12%,-7%,-4%,-3%,?
O=C(Nc1nc(-c2ccc(F)cc2)cs1)c1cccnc1,-3,15%[57.1 µM],-1%,-22%,-4%,4%,4%,8%[57.1 µM],-16%
CCOc1ccc(C2C(C(=O)Nc3cc(C)on3)c3ccccc3C(=O)N2CCN2CCOCC2)cc1 (stereo not given),-7,30%[57.1 µM],-2%,-8%,2%,-1%,11%,7%[57.1 µM],-16%
CCOC(=O)c1cc(-c2ccccc2)n(CCCC(=O)Nc2ccc(C(C)C)cc2)c1C,5,14%[57.1 µM],-3%,-14%,0%,6%,9%,3%[57.1 µM],-10%
COc1ccc2c(c1)CCc1c(C(=O)N3CCCc4ccccc43)noc1-2,2,-19%,3%,30%,4%,5%,2%,-9%,-13%
